# Screens: PubChem, NCI
# Growth percent in the NCI-60 one-dose screen (48 h, 10 µM unless noted): 100 = growth as untreated, 0 = no growth, -100 = all killed.
# NCI-H522 = NCI-H522 lung cancer. actives 8% (n = 78,000)
# NCI-H226 = NCI-H226 lung cancer; actives 3.5% (n = 79,000); AID 1794732
# OVCAR-5 = OVCAR-5 ovarian cancer; actives 2.9% (n = 82,000)
# NCI/ADR-RES = NCI/ADR-RES ovarian cells; actives 4.4% (n = 81,000); AID 1794790
# OVCAR-8 = OVCAR-8 ovarian cancer; actives 4.4% (n = 81,000); AID 1794782
# NCI-H322M = NCI-H322M lung cancer; actives 2.7% (n = 80,000); AID 1794733
# NCI-H23 = NCI-H23 lung cancer. actives 4% (n = 80,000)
# OVCAR-3 = OVCAR-3 ovarian cancer | actives 7% (n = 79,000) | AID 1794787
# NCI-H460 = NCI-H460 lung cancer; actives 6.8% (n = 82,000)
# An asterisk follows results filed as active; / = not tested or not shown; & = joins results of further samples. How the source made its calls: active means growth percent below 10; inactive means the rest.
# Order of values: NCI-H23, OVCAR-5, NCI-H522, NCI-H460, NCI-H226, OVCAR-3, NCI-H322M, NCI/ADR-RES, OVCAR-8
1	Cc1ccc(C)c(NC(=O)c2ccccc2C(=O)O)c1
  100, 105, /, 107, 98, 103, 99, 110, 104
2	COc1cccc(NC(=O)c2sc3nc4c(cc3c2N)CCCC4)c1C
  95, 107, 71, 102, 90, 104, 103, 93, 105
3	CCCCn1cnc2c(Sc3c([N+](=O)[O-])ncn3C)nc(N)nc21
  110, 98, 97, 106, 96, 103, 105, 109, 91
4	C[C@H](c1ccccc1)N1C(=S)N(C)[C@H]2NC(=S)N[C@H]21
  107, 104, 100, 110, 95, 119, 97, 106, 106
5	CS(=O)CC(O)(c1ccc(F)cc1)C1CC1 (centres undefined)
  101, 105, 101, 107, 97, 103, 99, 103, 109
6	CCOc1cc2c(cc1OCC)C(c1cc(OC)c(O)cc1Cl)NCC2 (centres undefined)
  97, 86, 102, 98, 100, 99, 110, /, 91
7	Brc1cccc(-c2cc(-c3cnc4c(c3)OCCO4)n[nH]2)c1
  52, 72, 20, 17, 66, /, 45, 11, 46
8	C=C(C)[C@@H]1CC[C@]2(C#N)CC[C@]3(C)[C@H](CC[C@@H]4[C@@]5(C)CCCNC(C)(C)[C@@H]5CC[C@]43C)[C@@H]12
  83, 89, 91, 11, 97, 70, 89, 88, 83
9	CN(C)c1ccc(-c2ccccc2)cc1
  100, 100, 89, 118, 114, 117, 104, 108, 106
10	CCOC(=O)Cc1ccc(OC)c(OC)c1
  101, 105, 106, 101, 103, 109, 110, 108, 112
11	CN(C)CCOc1ccccc1Cc1ccc(Cl)cc1Cl
  88, 103, 94, 92, 86, 93, 84, 79, 99
12	C(C=C(c1ccccc1)c1ccccc1)=C(c1ccccc1)c1ccccc1
  104, 103, 91, 99, 99, 109, 103, 110, 114
13	CCCS(=O)(=O)Nc1ccc(C(=O)CC2(O)C(=O)Nc3ccc(F)cc32)cc1 (centres undefined)
  102, 104, 93, 106, 98, /, 94, 99, 97
14	COC(=O)c1c(C(=O)OC)c2n(c1C)[C@@H]([C@@H](C)[C@H]1CC[C@H]3[C@@H]4CCC5=CC(=O)CC[C@]5(C)[C@H]4CC[C@]13C)SC2
  25, 54, 23, 25, 16, 51, 73, 7.1*, 27
15	CCN(CC)CCCNc1cccc2c(C)cc(OC)nc12
  90, 96, 88, 100, 91, 100, 94, 96, 98
16	NCCCC[C@H](NC(=O)[C@@H]1CCCN1C(=O)Cc1cccc2ccccc12)C(=O)N[C@@H](CCCN=C(N)N)C(=O)N[C@@H](CCCN=C(N)N)C(N)=O
  93, 106, 104, 114, 98, 107, 100, 99, 87
17	C=CCc1cc(-c2nc(N)nc(N)n2)cc(C)c1O
  108, 105, 94, 101, 94, 112, 105, 110, 104
18	C=C1C(=O)O[C@H]2[C@H]1CC/C(CNC(=O)c1cc3ccccc3[nH]1)=C\CC[C@@]1(C)O[C@@H]21
  -42*, -46*, -75*, -20*, -43*, -94*, 64, 22, -26*
19	O=C(Nc1ccc(-n2cc(-c3ccncc3)c(-c3ccc(Cl)c(O)c3)n2)cc1)c1cc(C(F)(F)F)cc(C(F)(F)F)c1
  64, 85, /, 37, 94, 53, 116, 73, 65
20	O=C1Nc2cc(Cl)ccc2/C1=C/c1ccc(OCC(=O)c2ccccc2)cc1
  93, 94, 88, 105, 87, /, 88, 91, 90
21	C=C(C)[C@@H]1CC[C@]2(C(=O)NCCCO)CC[C@]3(C)[C@H](CC[C@@H]4[C@@]5(C)CCCNC(C)(C)[C@@H]5CC[C@]43C)[C@@H]12
  77, 88, 88, 69, 80, 79, 79, 83, 87
22	O=[N+]([O-])c1ccc(-c2nnc(Nc3ccc(C(F)(F)F)cc3)o2)cc1
  93, 113, 75, 103, 99, 92, 93, 103, 84
23	O=C(NC(c1ccccc1)c1ccccc1)c1ccccc1
  96, 98, 93, 103, 107, 109, 126, 93, 95
24	N/N=C(\CCNc1ccc(S(N)(=O)=O)cc1)c1ccccc1
  106, 111, 87, 111, 103, 120, 109, 99, 80
25	Cc1nnc(SCC(=O)Nc2ccc(-c3ccccc3)cc2)s1
  103, 101, 83, 102, 91, 98, 107, 110, 32
26	CC12CCC3c4ccc(O)cc4CCC3C1CCC2OC1CCCCO1 (centres undefined)
  103, 104, 96, 100, 87, 105, 109, 97, 91
27	S=C(Nc1cccc(Cl)c1)Nc1cccc(Cl)c1
  90, 124, 77, 100, 106, 91, 106, 92, 91
28	COc1cc2c(c(OC)c1OC)C(=O)CC(c1cccc(C(=O)Nc3cccc(Cl)c3)c1)O2 (centres undefined)
  71, 91, 43, 87, 71, 78, 81, 61, 39
29	CC(C)CN(CC(C)C)c1ccc([N+](=O)[O-])cc1[N+](=O)[O-]
  99, 89, 88, 102, 96, 113, 99, 106, 103
30	NC(=O)c1c(N)n[nH]c1CC(=O)O
  108, 96, 100, 113, 98, 103, 96, 114, 102
31	O=C(c1ccccc1)c1ccc(Cl)c([N+](=O)[O-])c1
  100, 99, 77, 101, 104, 76, 91, 108, 98
32	Cc1ccc(C2CC(c3cccc(Nc4ccncc4)c3)=NN2c2cc(Cl)cc(Cl)c2)cc1 (centres undefined)
  61, 71, 21, -73*, 86, 62, 74, 52, -36*
33	COC(=O)c1cc2ccccc2[nH]c1=O
  112, 100, /, 103, 110, 108, 110, 106, 101
34	O=C(O)C1CSCN1 (centres undefined)
  101&113, 89&118, 96&100, 103&125, 99&113, 107&120, 74&94, 87&108, 99&113
35	O=S1(=O)N=C(N=Cc2c(O)[nH]c3ccccc23)c2ccccc21
  87, 119, 95, 109, 92, 109, 97, 110, 103
36	CC(/C=C/c1ccc(Br)cc1)=N\OCC(=O)NC(C)C
  89, 94, 77, 103, 89, 102, 93, 96, 97
37	Nc1nccc(Nc2ccccc2)n1
  101, 96, 135, 109, 92, 114, 115, 111, 100
38	N#C/C(=N\Nc1ccc(Cl)cc1)C(=O)C1CC1
  42, 92, 36, 45, 70, 40, 82, 80, 63
39	N#Cc1cnn(-c2cccc(Cl)c2)c1-n1cccc1
  93, 90, 71, 103, 104, 106, 101, 104, 99
40	CC1(C)OC(=O)C(=Cc2ccc(F)cc2)C(=O)O1
  100, 105, 99, 103, 96, 101, 100, 105, 109
41	S=C=Nc1cccc(N=C=S)c1
  100, 103, 69, 102, 95, 107, 103, 107, 102
42	CCCCN(CCCC)CCCCCCCCCO
  103, 103, /, 110, 102, 107, 110, 105, 111
43	CCOc1ccc(C=Nc2cc(C(C)C)c(O)cc2C)cc1OCC
  95, 110, 77, 107, 98, 117, /, 107, 91
44	S=c1[nH]sc(=S)[nH]1
  104, 99, 96, 103, 96, 98, 101, 109, 97
45	COc1ccc(-c2nnc(SCC(=O)Nc3ccc(C(C)=O)cc3)o2)cc1
  97, 93, 90, 109, 81, 103, 99, 95, 106
46	O=C(OCCc1ccccc1)c1ccccc1
  109, 103, 89, 110, 106, 99, 118, 112, 102
47	Oc1ccc(-c2nc3ccc4[nH]ncc4c3c3c2CCCC3)c(F)c1
  30, 60, -4.0*, 29, 56, 47, 38, 52, 38
48	CCOC(=O)C1=C(C(=O)c2ccc(Br)cc2)C(c2ccc(Br)cc2)NC(=S)N1 (centres undefined)
  98, 108, 96, 101, 95, 105, 97, 103, 98
49	Cc1cc(C(NC(=O)C2CC3(CC(Nc4cccc5c4C(=O)N(C4CCC(=O)NC4=O)C5=O)C3)C2)c2ccc3c(c2)OC(F)(F)O3)c(O)c2ncccc12 (centres undefined)
  6.2*, 35, 2.6*, 1.8*, -2.4*, 16, 27, 12, 4.5*
50	CCOC(=O)c1ccc(C(Br)Br)cc1
  99, 104, 117, 97, 99, 116, 102, 101, 97

# Continued:
# Order of values: NCI-H23, OVCAR-5, NCI-H522, NCI-H460, NCI-H226, OVCAR-3, NCI-H322M, NCI/ADR-RES, OVCAR-8
51	Cc1nn(-c2ccc(F)cc2)c2ncnc(N)c12
  95, 105, 94, 109, 107, 103, 93, 99, 105
52	COc1ccccc1-n1nccc1-c1nonc1C
  102, 99, /, 108, /, 104, 106, 104, 114
53	CCC(CC(C)C)Nc1ccc(NC(CC)CC(C)C)cc1 (centres undefined)
  78, 108, 15, 94, 77, -6.1*, 107, 97, 88
54	C=C1CC[C@@H]2[C@](C)(COC(C)=O)[C@H](OC(C)=O)CC[C@@]2(C)[C@@H]1CC(NCCCC)C1=CCOC1=O (some centres undefined)
  90, 95, 79, 92, 76, 91, 96, 87, 90
55	CC[C@@H](C(=O)[C@@H](C)[C@@H](O)[C@H](C)[C@@H]1O[C@@H]([C@@H](CC)C(=O)O)CC[C@@H]1C)[C@H]1OC2(C=C[C@@H](O)[C@]3(CC[C@@](C)([C@H]4CC[C@](O)(CC)[C@H](C)O4)O3)O2)[C@H](C)C[C@@H]1C (some centres undefined)
  4.6*, 58, -55*, 10, 14, 15, 24, 30, 32
56	CC1COc2c(N3CCN(C)CC3)c(F)cc3c(=O)c(C(=O)NNC(=S)Nc4ccc(Cl)cc4)cn1c23 (centres undefined)
  99, 101, 93, 108, 94, 110, 100, 101, 103
57	CCOc1c(C#N)c(Nc2ccc(S(N)(=O)=O)cc2)c(C#N)c2nnc(Nc3ccccc3)n12
  104, 107, 100, 111, 106, 121, 101, 107, 105
58	O=C1c2ccccc2C(=O)c2c1oc1oc3c(c(=O)c21)c(=O)n(-c1ccccc1)c1ccccc31
  38, 89, 19, 34, 86, 2.1*, 64, 90, 48
59	c1ccc2c(-c3cccc4ccccc34)cccc2c1
  97, 100, 86, 101, 89, 101, 102, 100, 108
60	O=C(CCCl)Nc1cccc(Cn2c(=O)[nH]c3ccc(Oc4ncccn4)cc3c2=O)c1
  99, 94, 77, /, 94, 104, 105, 105, 92
61	COc1cc(NC(=O)Nc2cccc(-c3cc(=O)c4ccccc4o3)c2)cc(OC)c1OC
  72, 87, 50, 84, 79, 90, 88, 94, 37
62	CC(CCN1CCN(CCC(C)CC(C)(C)C)C1=O)CC(C)(C)C (centres undefined)
  82, 85, /, 93, 91, 97, 97, 90, 95
63	O=C(O)c1ccc(=O)[nH]n1
  103, 104, 106, 112, 107, 115, 117, 109, 103
64	CCCC(=O)Oc1ccc(/C(=C(\C)c2ccccc2)c2ccc(OCCN(CC)CC)cc2)cc1
  88, 89, 72, 70, 99, 95, 83, 87, 83
65	CC(C)c1cc(-c2nc3ccccc3[nH]2)no1
  108, 106, 77, 103, 100, 111, 105, 114, 101
66	COc1ccc(-c2nc(N/N=C/c3ccccc3F)nc(N3CCOCC3)c2C#N)cc1
  102, 106, 103, 111, 95, 103, 96, 105, 101
67	O=C(CCl)Oc1ccc(-c2ccccc2)c(Br)c1
  100, 107, 107, 104, 96, 108, 105, 103, 103
68	CC(C)(C)SC(=S)SCC(=O)c1ccc(Cl)cc1
  102, 121, 76, 96, /, 104, 93, 100, 95
69	Cc1cccc(C(C(=O)O)C(C)C)c1C (centres undefined)
  98, 99, 78, 105, 101, 115, 94, 101, 107

# Part of the list above in order of SMILES length, rising:
# Order of values: NCI-H23, OVCAR-5, NCI-H522, NCI-H460, NCI-H226, OVCAR-3, NCI-H322M, NCI/ADR-RES, OVCAR-8
63	O=C(O)c1ccc(=O)[nH]n1
  103, 104, 106, 112, 107, 115, 117, 109, 103
50	CCOC(=O)c1ccc(C(Br)Br)cc1
  99, 104, 117, 97, 99, 116, 102, 101, 97
69	Cc1cccc(C(C(=O)O)C(C)C)c1C (centres undefined)
  98, 99, 78, 105, 101, 115, 94, 101, 107
52	COc1ccccc1-n1nccc1-c1nonc1C
  102, 99, /, 108, /, 104, 106, 104, 114
59	c1ccc2c(-c3cccc4ccccc34)cccc2c1
  97, 100, 86, 101, 89, 101, 102, 100, 108
67	O=C(CCl)Oc1ccc(-c2ccccc2)c(Br)c1
  100, 107, 107, 104, 96, 108, 105, 103, 103
68	CC(C)(C)SC(=S)SCC(=O)c1ccc(Cl)cc1
  102, 121, 76, 96, /, 104, 93, 100, 95
53	CCC(CC(C)C)Nc1ccc(NC(CC)CC(C)C)cc1 (centres undefined)
  78, 108, 15, 94, 77, -6.1*, 107, 97, 88
62	CC(CCN1CCN(CCC(C)CC(C)(C)C)C1=O)CC(C)(C)C (centres undefined)
  82, 85, /, 93, 91, 97, 97, 90, 95
66	COc1ccc(-c2nc(N/N=C/c3ccccc3F)nc(N3CCOCC3)c2C#N)cc1
  102, 106, 103, 111, 95, 103, 96, 105, 101
61	COc1cc(NC(=O)Nc2cccc(-c3cc(=O)c4ccccc4o3)c2)cc(OC)c1OC
  72, 87, 50, 84, 79, 90, 88, 94, 37
60	O=C(CCCl)Nc1cccc(Cn2c(=O)[nH]c3ccc(Oc4ncccn4)cc3c2=O)c1
  99, 94, 77, /, 94, 104, 105, 105, 92
64	CCCC(=O)Oc1ccc(/C(=C(\C)c2ccccc2)c2ccc(OCCN(CC)CC)cc2)cc1
  88, 89, 72, 70, 99, 95, 83, 87, 83
57	CCOc1c(C#N)c(Nc2ccc(S(N)(=O)=O)cc2)c(C#N)c2nnc(Nc3ccccc3)n12
  104, 107, 100, 111, 106, 121, 101, 107, 105
58	O=C1c2ccccc2C(=O)c2c1oc1oc3c(c(=O)c21)c(=O)n(-c1ccccc1)c1ccccc31
  38, 89, 19, 34, 86, 2.1*, 64, 90, 48
54	C=C1CC[C@@H]2[C@](C)(COC(C)=O)[C@H](OC(C)=O)CC[C@@]2(C)[C@@H]1CC(NCCCC)C1=CCOC1=O (some centres undefined)
  90, 95, 79, 92, 76, 91, 96, 87, 90
55	CC[C@@H](C(=O)[C@@H](C)[C@@H](O)[C@H](C)[C@@H]1O[C@@H]([C@@H](CC)C(=O)O)CC[C@@H]1C)[C@H]1OC2(C=C[C@@H](O)[C@]3(CC[C@@](C)([C@H]4CC[C@](O)(CC)[C@H](C)O4)O3)O2)[C@H](C)C[C@@H]1C (some centres undefined)
  4.6*, 58, -55*, 10, 14, 15, 24, 30, 32

# Hits appear at their usual frequency; overall some 11% were active at least once.
